mcGAS MS inh = blocks mouse cGAS cGAMP production. inhibition, % at 12.5 µM. Q8C6L5. actives 0.18% (n = 130,000). recombinant mouse cGAS, cGAMP by RapidFire MS;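 active means inhibition of cGAS enzyme activity at or above 60%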;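 further: enzyme stimulated by 45 bp dsDNA with ATP and GTP substrates; cGAMP share of summed cGAMP plus half ATP and half GTP signals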
Target sequence (Q8C6L5 whole entry, looked up): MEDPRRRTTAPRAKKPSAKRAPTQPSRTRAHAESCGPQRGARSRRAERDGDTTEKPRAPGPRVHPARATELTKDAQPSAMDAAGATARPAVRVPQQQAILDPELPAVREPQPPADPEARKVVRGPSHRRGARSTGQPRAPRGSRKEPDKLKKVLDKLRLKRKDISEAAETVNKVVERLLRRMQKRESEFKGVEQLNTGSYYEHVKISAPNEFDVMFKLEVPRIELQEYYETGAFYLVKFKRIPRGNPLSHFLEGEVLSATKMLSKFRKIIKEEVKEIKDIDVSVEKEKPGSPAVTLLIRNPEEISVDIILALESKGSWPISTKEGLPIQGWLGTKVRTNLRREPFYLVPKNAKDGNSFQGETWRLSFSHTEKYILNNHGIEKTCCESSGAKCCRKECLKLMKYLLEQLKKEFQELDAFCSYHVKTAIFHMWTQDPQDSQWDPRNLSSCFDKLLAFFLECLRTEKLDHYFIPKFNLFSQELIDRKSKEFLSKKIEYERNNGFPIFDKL
Starred values were filed as active, the others as inactive; & = joins results of further samples; ! = not active in a repeat.

mcGAS MS inh | Compound
6 | COc1ccccc1C(C)(C)CNc1cn[nH]c(=O)c1Cl
-2 | O=C(/C=C/c1cnccn1)NCC1(c2ccc(Cl)cc2)CCOCC1
-10 | COc1cccc(-c2[nH]nc3c2C(c2nc(C)n4ccccc24)CC(=O)N3)c1 (stereo unspecified)
-3 | COc1ccccc1-c1noc(CSc2nc3ccccc3o2)n1
-8 | CCn1c(SCC(=O)c2ccccc2)nc2c(c1=O)SC(C)C2 (stereo unspecified)
-10 | CN(C)S(=O)(=O)c1ccc(C(=O)NCc2ccccc2F)cc1
-5 | COc1ccc2cc(C(C)N3CCOC(C(N)=O)C3)ccc2c1 (stereo unspecified)
-1 | CN(CC(=O)NC(C)(C)C)C(=O)NCCCOc1ccccc1F
-1 | O=C(Nc1nncs1)C1CCCN(C(=O)C2(c3ccc(Cl)cc3)CCCC2)C1 (stereo unspecified)
-6 | COc1ccc2cc([C@H](C)C(=O)Nc3cnc4n3CCCC4)ccc2c1
-1 | O=C(CCCOc1ccccc1)NC1CCCCCC1
-11 | O=C(CC(c1cccc(O)c1)c1ccccc1O)N1CCCCCCC1 (stereo unspecified)
-1 | OCCCc1nc2ccccc2[nH]1
-8 | COc1ccc(N2CCN(C(=O)CC3CSc4nc5c(c(=O)n43)CCC5)CC2)cc1 (stereo unspecified)
-33 | CCc1cn[nH]c1C1CCN(C(=O)c2cc(=O)[nH]c3ccc(F)cc23)CC1
-6 | Cc1ccc(CN(C)C(=O)C2CCN(S(=O)(=O)c3ccc4c(c3)CCC4)CC2)o1
4 | CCOC(=O)Cn1c(C2CC(=O)N(c3ccccc3C)C2)nc2ccccc21 (stereo unspecified)
-17 | CC1(C(=O)NS(=O)(=O)c2ccc(Cl)cc2)CCN1C(=O)C1(c2ccc(Cl)cc2)CCC1 (stereo unspecified)
-28 | CCC(NC(=O)Cc1cn2ccsc2n1)c1nc(C)c(C)s1 (stereo unspecified)
-9 | CC(C)c1cc(C2CCN(CCn3c(=O)oc4ccccc43)CC2)[nH]n1

The last seven compounds of the part before are carried over, then new ones follow:
mcGAS MS inh | Compound
-8 | COc1ccc(N2CCN(C(=O)CC3CSc4nc5c(c(=O)n43)CCC5)CC2)cc1 (stereo unspecified)
-33 | CCc1cn[nH]c1C1CCN(C(=O)c2cc(=O)[nH]c3ccc(F)cc23)CC1
-6 | Cc1ccc(CN(C)C(=O)C2CCN(S(=O)(=O)c3ccc4c(c3)CCC4)CC2)o1
4 | CCOC(=O)Cn1c(C2CC(=O)N(c3ccccc3C)C2)nc2ccccc21 (stereo unspecified)
-17 | CC1(C(=O)NS(=O)(=O)c2ccc(Cl)cc2)CCN1C(=O)C1(c2ccc(Cl)cc2)CCC1 (stereo unspecified)
-28 | CCC(NC(=O)Cc1cn2ccsc2n1)c1nc(C)c(C)s1 (stereo unspecified)
-9 | CC(C)c1cc(C2CCN(CCn3c(=O)oc4ccccc43)CC2)[nH]n1
-1 | Cc1ccccc1NC=C1C(=O)OC2(CCCCC2)OC1=O
-4 | CCN(CC)CCN1CCN(c2cc(-c3cc(C(F)(F)F)cc(C(F)(F)F)c3)ncn2)CC1
-10 | Cc1cc(C)c(NS(=O)(=O)c2c(C)n[nH]c2C)c(C)c1
-15 | CC(CC(=O)Nc1ccccc1CC(N)=O)c1ccccc1 (stereo unspecified)
-25 | CCC(c1cccnc1)N(C)Cc1ccccc1 (stereo unspecified)
-8 | CN(Cc1cccnc1)C(=O)CC(c1ccccc1)c1ccccc1F (stereo unspecified)
-2 | Cc1ccc(CN2CCC2(C)C(=O)NC2CCc3ccccc32)cc1 (stereo unspecified)
-2 | COc1ccc(Cc2[nH]n3c(=O)c(Cl)c(C)nc3c2-c2ccccc2)cc1
8 | CCOC(=O)c1nn(-c2ccc(C)cc2)c(=O)cc1OS(=O)(=O)c1ccccc1Cl
-7 | CC(C)(C)NC(=O)C1CCCCN1C(=O)c1cc(F)cc(F)c1 (stereo unspecified)
-9&-5 | COC(=O)Nc1nc2ccc(C(=O)c3ccccc3)cc2[nH]1
0 | CCN(Cc1ccc(Cl)s1)C(=O)C1CC(=O)N(C2CCS(=O)(=O)C2)C1 (stereo unspecified)
-51 | COC(=O)c1cccc(OCC(O)Cn2c(C)[n+](C)c3ccccc32)c1 (stereo unspecified)
2 | CS(=O)(=O)CCNC(=O)N1CCCC2CCCC21 (stereo unspecified)
1 | O=C1C2CCCCC2C(=O)N1CCC(=O)n1ccccc1=NC1CCCCC1 (stereo unspecified)
5 | Cc1nc(C(=O)N2CCCC(CCC(=O)N3CCN(c4ccccn4)CC3)C2)cs1 (stereo unspecified)
-8 | O=C(NCc1cccc(CO)c1)C1CCCCC1C(=O)N1CCCC1 (stereo unspecified)
-2 | COc1ccc(CC(=O)NC2CCSc3ccc(Cl)cc32)cc1OC (stereo unspecified)
-5 | COc1c(N)cc(C(C)(C)C)cc1C(C)(C)C
10 | O=c1cc[nH]c2cc(Cl)c(Br)cc12
-2 | O=C(CCc1ccc2c(c1)OCO2)NCc1ccc(-n2cncn2)nc1
-9 | O=C(NCC1(Cn2cccn2)CC1)c1n[nH]c(=O)c2ccccc12
-11 | O=C1NCC2(CCCN(C(=O)Cc3c(F)cccc3Cl)CC2)O1 (stereo unspecified)
0 | Cc1ccn2c(=O)cc(CSc3nnnn3C3CC3)nc2c1
-9 | N#CCSc1nc2ccc(Br)cc2c2nc3ccccc3n12
16 | c1ccc2c(c1)OCC(c1nn3c(CN4CCOCC4)nnc3s1)O2 (stereo unspecified)
-7 | CC(C)c1cc(N(C)Cc2nc(N)nc(N(C)C)n2)n[nH]1
-12 | O=S1(=O)CC2SC(=S)N(c3cccc(Br)c3)C2C1 (stereo unspecified)
-4 | CCOC(=O)c1c(N=CN(C)C)sc(C)c1C
27 | COc1ccc(OC)c2c(=S)c3ccccc3[nH]c12
-15 | O=C(NCCN1CCCOC1=O)C1CCN(Cc2ccco2)CC1
-7 | O=C(C1CCCN(C2CCN(S(=O)(=O)c3cccs3)CC2)C1)N1CCCC1 (stereo unspecified)
-8 | CNC(=O)CSCc1ccc(OC)cc1Cl
-3 | c1ccc(-c2nnc(CSCc3noc4c3CCCC4)o2)cc1
0 | Cc1cccc(C)c1OCC(=O)NCc1ccc(C(=O)O)cc1
-5 | Nc1c2c(nn1-c1c(Cl)cc(Cl)cc1Cl)CCCn1c-2nc2ccccc2c1=O
-12 | Cc1csc(SCC(=O)N2CCC(Cc3cccc(C(N)=O)c3)C2)n1 (stereo unspecified)
-1 | O=C(Cn1cnc2ccccc2c1=O)Nc1cc2c(cc1Cl)OCCO2
10 | CCC(=O)Nc1cc2c(cc1OC)NC(=O)CC2c1ccc2cccc(O)c2n1 (stereo unspecified)
-11 | COc1ccc(CC(=O)OCc2cc(-c3cc4ccccc4o3)on2)cc1OC
-4 | COc1ccc(OC)c(NC(=O)N(C)C2CCC3(CC2)OCC(C)(C)CO3)c1
4 | CCCCn1nc(C)c(C(=O)NCc2ccc(Cl)s2)c1Cl
-9 | CC(C)c1nnsc1C(=O)N1CCC2(CCN(C)CC2)C1
5 | C#CCSc1nnc(-c2ccccc2)c(=O)[nH]1
1 | Cc1[nH]c(=O)sc1C(=O)NCc1cccc(C(F)(F)F)c1
-7 | CCN(CCNC(=O)C1CC(=O)N(CCOC)C1)c1ccccc1C (stereo unspecified)
-36 | CN(CCc1ccccn1)c1ncccc1CNC(=O)C1(C)CC1
-6 | O=C(NCCCN1CCCC1=O)c1ccccc1C1CCNC1 (stereo unspecified)
-11 | FC(F)(F)CCc1ccnc(NCc2cnc3c(c2)CCC3)n1
-10 | CCc1ccc(N2CCn3c2nc2c3c(=O)n(CC(C)C)c(=O)n2C)cc1
-2 | S=c1nc(-c2cccs2)[nH][nH]1
11 | CS(=O)(=O)c1nnnn1-c1ccc2c(c1)OCO2
-37 | CCc1nc(SCC(=O)N2CCCN(C)C3(CCN(C)CC3)C2)n[nH]1
-14 | Cc1ccc2nc(COC(=O)C3=COCCO3)cc(=O)n2c1
-7 | Cc1ccc(N2CCN(C(=O)c3ccccc3N3CCC(NC(=O)c4ccc(F)cc4)CC3)CC2)cc1C
-23 | Cc1ccc2c(c1)c(CNC(=O)CCc1c(C)nn(C)c1C)nn2C
-21 | FC(F)(F)CCc1ccnc(-c2cccc3c2OCC3)n1
2 | O=S(=O)(Nc1ccc(Br)cn1)c1ccc2ccccc2c1
1 | Fc1c(F)c(F)c(N=Cc2ccc3ncccc3c2)c(F)c1F
-6 | Cc1cc(C)c(C(=O)CCCC(=O)NC(C)Cn2cccn2)c(C)c1 (stereo unspecified)

New compounds follow.
mcGAS MS inh | Compound
0 | COc1ccc(-n2nc(C(=O)O)c(=O)n(Cc3ccccc3Cl)c2=O)cc1OC
-2 | Cc1cc(C(=O)NNC(C(=O)N2CCCCC2)c2ccccc2)c(C)o1 (stereo unspecified)
0 | COC(=O)c1ccsc1N1CCC(N2CCN(C3CCCC3)CC2)C1=O (stereo unspecified)
3 | CCCc1c(OCCCCc2nn[nH]n2)ccc(C(C)=O)c1O
-9 | Cc1ccc(C(=O)NNC(=O)NCC2(c3ccccc3)CCC2)cc1
-9 | CSCCCNC(=S)N(C1CCS(=O)(=O)C1)N(C)C (stereo unspecified)
-5 | O=C(NCCc1ccc(O)cc1)Nc1cccc2c1CCCC2
-2 | CN(CCc1ccccc1)C(=O)CCC1CCCOC1 (stereo unspecified)
-6 | Cc1nc(N2CCOCC2)sc1C(=O)NNS(=O)(=O)c1cc(F)ccc1F
13 | c1ccc(CN2CCC(N3CCc4ccccc4C3)CC2)nc1
-22 | CC/C=C(\C)c1c(-c2ccccc2)ncn1CCN
-13 | CCCCc1nc(-c2nccn2CCc2cnc[nH]2)c(Cl)[nH]1
-3 | O=S(=O)(c1ccccc1)N1CCC2(CC1)OCCO2
63* | CCCCC(C)n1[nH]c(=O)cc1N (stereo unspecified)
3 | COc1cccc(NC(=O)C2(C)CCN(C)C2)c1OC (stereo unspecified)
0 | CC(Oc1ccc(C(=O)/C=C/c2cn(Cc3ccccc3)nc2-c2cccnc2)cc1)C(=O)O (stereo unspecified)
7 | Cc1nnsc1C(=O)NCCn1nc(-c2ccccc2)n(C)c1=O
-7 | Cc1cc(OCC(=O)NC(C)c2ccc(S(N)(=O)=O)cc2)ccc1C(C)C (stereo unspecified)
-3 | CCOCCC(=O)Nc1nnnn1-c1ccccc1
-10 | COc1c(C)cnc(Cn2cc(Cl)c(=O)[nH]c2=O)c1C

By substructure, those above containing bromine (4)
mcGAS MS inh | Compound
10 | O=c1cc[nH]c2cc(Cl)c(Br)cc12
-9 | N#CCSc1nc2ccc(Br)cc2c2nc3ccccc3n12
-12 | O=S1(=O)CC2SC(=S)N(c3cccc(Br)c3)C2C1 (stereo unspecified)
2 | O=S(=O)(Nc1ccc(Br)cn1)c1ccc2ccccc2c1

(next part)
mcGAS MS inh | Compound
9 | Cc1ccccc1[C@H]1[C@@H](C(=O)NC(CO)CO)C[C@@](C)(C(=O)O)N1C
12 | Cc1nc2ncc3c(=O)n(-c4cccc(C(F)(F)F)c4)ccc3n2n1
-1 | Cc1cc(C)c(-c2cc(C(=O)N3CCCC(C(=O)O)C3)no2)c(C)c1 (stereo unspecified)
0 | O=C(O)C1CSCN1C(=O)C1CC(O)CN1S(=O)(=O)c1ccc(F)cc1 (stereo unspecified)
9 | Cc1cc(C)n(CC(=O)NCC(=O)Nc2ccc(Br)cc2C)n1
-9 | Cn1cnc2c1c(=O)n(CCCn1nc(C(=O)O)c3ccccc3c1=O)c(=O)n2C
-5 | CC(NC1=NCCN1)C(=O)O (stereo unspecified)
-7 | COC(C)(C)C12CC(O)(C(C)C)ON1C1CCCCC1N2O (stereo unspecified)
-19 | Cc1cc(C(=O)NC(C2CC2)C2CC2)c(C)n1-c1cccnc1
-6 | CC(c1nc2ccccc2c(=O)[nH]1)N(C)CCOc1ccc(F)cc1 (stereo unspecified)
-27 | CC(=O)c1ccc(N2CCN(Cc3ccc(C)cc3)CC2)nc1
2 | Oc1ccc(-c2nc(-c3ccc(O)c(O)c3)cs2)cc1
5 | Cc1cc(CN2CCCN(C(=O)Nc3cccc(Cl)c3F)CC2)no1
-3 | CCC(=O)C1=C(c2ccc(C)c(C)c2)N(C(=O)CC)n2c(CC)nnc2S1
-13 | CCCn1ccc2c(nnc3c(-c4ccccc4)c(COC)nn32)c1=O
3 | Cc1ccc(C(=O)NC(C(=O)N(C)C)C(C)C)c(C)c1 (stereo unspecified)
1 | CCc1nc(Cl)c(N)c(Oc2cc(C)nn2-c2ccc(F)c(F)c2)n1
-19 | Cc1nn(C)c(C)c1CNCc1ccc(S(=O)(=O)N2CCCCC2)cc1
-9 | Fc1ccccc1-c1cnnc(N2CC[C@@H]3CCCC[C@H]3C2)n1
-8 | COc1cccc(CSc2nnc(-c3ccccc3OC)n2C)c1
-6 | O=C(N[C@@]1(c2ccccc2)CCCC[C@H]1O)c1ccc[nH]c1=O
19 | O=[N+]([O-])c1cc(C2SCCS2)ccc1Cl
-6 | Cc1cccc(C)c1OCCN1CCN(CC(=O)NC2CCS(=O)(=O)C2)CC1 (stereo unspecified)
-2 | Cc1ccc(C2OCCCC2NC(=O)NCc2cccnc2)cc1 (stereo unspecified)
-10 | CCCn1c(=O)c(C)cn2nc(N)nc12
85*! | C[n+]1cc2c3c(ccc2c2ccc4cc5c(cc4c21)OCO5)OCO3
-7 | CC(CCS(C)(=O)=O)NC(=O)NCCc1cccc2ccccc12 (stereo unspecified)
-1 | Cc1ccccc1NC1SC(=O)N(c2ccccc2C)C1=O (stereo unspecified)
-9 | O=C(NCCc1ccccc1)N1CCN(S(=O)(=O)c2ccc(F)cc2)CC1
-5 | CNS(=O)(=O)CCNCC(=O)NCc1ccccc1F

Reprinted at random: five compounds from above
mcGAS MS inh | Compound
63* | CCCCC(C)n1[nH]c(=O)cc1N (stereo unspecified)
-5 | CNS(=O)(=O)CCNCC(=O)NCc1ccccc1F
12 | Cc1nc2ncc3c(=O)n(-c4cccc(C(F)(F)F)c4)ccc3n2n1
-7 | CC(CCS(C)(=O)=O)NC(=O)NCCc1cccc2ccccc12 (stereo unspecified)
-2 | Cc1ccc(C2OCCCC2NC(=O)NCc2cccnc2)cc1 (stereo unspecified)

Quoted from the listing:
mcGAS MS inh, CNS(=O)(=O)CCNCC(=O)NCc1ccccc1F stands at -5
mcGAS MS inh, O=C(NCCc1ccccc1)N1CCN(S(=O)(=O)c2ccc(F)cc2)CC1 stands at -9

Only part of the results is shown; count on the stated rates, not on these rows.
